SMARCA2 act = increases SMARCA2 function in MMTV reporter cells. MG213 cells, MMTV-luciferase reporter, dexamethasone, overnight. activation, % at 9.1 µM. 1% of 370,000 active. AID 652017; in the data active means activation above about 7.8%;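 further: 0% = vehicle wells and 100% = reference activator wells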
GAA850 FXN act = increases GAA850 frataxin promoter reporter activity | HEK293 lucGAA850 FXN promoter luciferase reporter, 24 h; percent of 10 µM SAHA response | activation, % at 6 µM | 0.56% of 360,000 active | AID 540364;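 active means activation above the average of all compounds screened plus 3 SD, cutoff fixed separately per campaign, cut at about 7.5% in these data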;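 further: 0% = DMSO wells and 100% = 10 µM SAHA wells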
DAX1 inh-1 = NR0B1 (DAX1) inhibition; 0.99% of 340,000 active; inhibition, % at 6.75 µM; HEK293 Gal4-DAX1 luciferase reporter, luminescence; AID 504766;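 active means inhibition above the mean over all tested compounds plus 3 SD, cut at about 4.2% in these data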;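 further: 0% = DAX1-transfected cells with DMSO and 100% = empty-vector control cells with DMSO; inhibition shows as a rise in luminescence from relieved DAX1 repression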
Target sequence (P51843 207-470 limits assumed): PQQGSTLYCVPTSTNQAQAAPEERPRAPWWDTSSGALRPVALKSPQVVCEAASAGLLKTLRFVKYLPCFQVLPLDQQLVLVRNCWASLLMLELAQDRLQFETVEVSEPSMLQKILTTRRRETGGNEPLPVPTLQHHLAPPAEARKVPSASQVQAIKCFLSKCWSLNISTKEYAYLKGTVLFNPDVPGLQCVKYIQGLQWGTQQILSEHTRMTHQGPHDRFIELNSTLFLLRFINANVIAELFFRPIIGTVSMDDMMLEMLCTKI
ssDAF-12 act = S. stercoralis DAF-12 activation, primary screen | activation, % at 6.8 µM | HEK293 ssDAF-12/GRIP1 lit1-tk-luc reporter, luminescence; % of 3 µM dafachronic acid response | 1% of 370,000 active;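 active means activation above the mean over all tested compounds plus 3 SD, cut at about 0.9% in these data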;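 further: 0% = DMSO-only wells and 100% = 3 µM delta7-dafachronic acid wells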
NPR1 activator = GC-A (human) enzyme activation. P16066. HEK293 GC-A cells, cGMP TR-FRET, EC30 ANP; 0% at EC30 ANP, 100% saturating ANP. activation, % at 10 µM. 0.14% of 370,000 active. AID 1671463; in the data active means activation above about 40%
hcDAF12 agonist = H. contortus DAF-12 activation, primary screen. 1.4% of 370,000 active. activation, % at 6.8 µM. HEK293 hcDAF-12 lit1-tk-luc reporter, luminescence; 0% DMSO, 100% Δ7-dafachronic acid;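 active means activation above the mean of all tested compounds plus 3 SD, cut at about 5.5% in these data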;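 further: 100% = response to 3 µM Δ7-dafachronic acid high control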
KLK7 zymogen act = proKLK7 (human) activation, primary screen. P49862. purified proKLK7, EDANS-DABCYL substrate fluorescence; 100% is mature enzyme control, 0% vehicle. activation, % at 7 µM. 0.9% of 370,000 active;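 active means activation above the mean of all tested compounds plus 3 SD, computed per campaign excluding outliers beyond control limits, cut at about 13% in these data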
Target sequence (P49862 whole entry, looked up): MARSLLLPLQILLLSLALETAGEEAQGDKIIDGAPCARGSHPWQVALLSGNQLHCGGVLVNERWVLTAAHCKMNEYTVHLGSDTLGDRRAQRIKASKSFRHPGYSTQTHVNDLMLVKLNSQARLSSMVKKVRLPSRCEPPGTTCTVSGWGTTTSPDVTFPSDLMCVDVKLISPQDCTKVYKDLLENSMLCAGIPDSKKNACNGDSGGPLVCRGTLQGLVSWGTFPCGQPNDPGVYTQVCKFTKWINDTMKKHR
GC-B act = GC-B (human) receptor activation; activation, % at 10 µM; AID 1920062; HEK293-GC-B cells, CNP EC30, cGMP TR-FRET; 0% at EC30 CNP, 100% saturating CNP; P20594; 0.11% of 370,000 active;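 active means activation at 10 µM reaching about 35% in either raw or pattern-adjusted values, limit read from the data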
hgDAF12 agonist = activates the H. glycines DAF-12 receptor ligand-binding domain; HEK293 GAL4-hgDAF12 UAS-luciferase reporter, agonist luminescence; normalized to butyrate control; activation, % at 6.8 µM; 1.8% of 370,000 active; AID 687014;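 active means activation above a cutoff set at the mean of all screened compounds plus 3 SD, cut at about 10% in these data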;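 further: 0% = DMSO wells and 100% = sodium butyrate wells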
sPLA2-III inh = Inhibits HGIII-sPLA2 liposome hydrolysis, primary screen. Q9NZ20. QFRET BODIPY PC-A2 liposome hydrolysis, fluorescence. inhibition, % at 12.2 µM. 0.56% of 370,000 active;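 active means inhibition above mean plus 3 SD of compounds lying within the high and low control bounds, cut at about 19% in these data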;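 further: 0% = median of test compound wells and 100% = no enzyme DMSO wells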
Target sequence (Q9NZ20 whole entry, looked up): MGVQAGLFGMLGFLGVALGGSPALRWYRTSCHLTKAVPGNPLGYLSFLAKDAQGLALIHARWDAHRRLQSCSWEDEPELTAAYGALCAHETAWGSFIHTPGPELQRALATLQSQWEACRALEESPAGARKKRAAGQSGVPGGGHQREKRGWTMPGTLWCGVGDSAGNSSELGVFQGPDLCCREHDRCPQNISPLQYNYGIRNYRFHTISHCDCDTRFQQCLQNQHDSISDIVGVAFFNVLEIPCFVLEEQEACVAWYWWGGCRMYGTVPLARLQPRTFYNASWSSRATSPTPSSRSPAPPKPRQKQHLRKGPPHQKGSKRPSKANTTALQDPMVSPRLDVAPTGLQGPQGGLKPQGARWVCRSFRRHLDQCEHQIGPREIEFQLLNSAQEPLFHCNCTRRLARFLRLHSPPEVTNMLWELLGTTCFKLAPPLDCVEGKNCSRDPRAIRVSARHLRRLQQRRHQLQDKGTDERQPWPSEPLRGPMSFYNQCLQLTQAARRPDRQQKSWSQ
DAX1 inh-2 = inhibitors of DAX1 repression of SF-1 activated StAR promoter; HEK293T StAR-luciferase reporter, SF-1/DAX-1 repression relief; inhibition, % at 6.8 µM; 1.1% of 370,000 active; AID 652010;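 active means inhibition above the mean over all tested compounds plus 3 SD, cut at about 3.6% in these data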;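 further: 0% = DAX-1 cells with DMSO and 100% = cells lacking DAX-1 with DMSO; higher inhibition means more luminescence from relief of DAX-1 repression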
The depositor's hits bear a star; · = no result given. Rows are unselected. About 6.7% of those tested had a hit in this group.

canonical_smiles,SMARCA2 act,GAA850 FXN act,DAX1 inh-1,ssDAF-12 act,NPR1 activator,hcDAF12 agonist,KLK7 zymogen act,GC-B act,hgDAF12 agonist,sPLA2-III inh,DAX1 inh-2
CCN(Cc1ccccc1)C(=O)COC(=O)Cc1c[nH]c2ccccc12,0,0.4,1.1,0.7,0,3.9,0.0,1,1.1,-69,1.6
COc1ccc(Br)cc1CN1CCN(C(=O)c2ccc(OC)c(OC)c2)CC1,-3,3.1,-0.1,-0.5,6,-2.2,0.3,6,-4.9,5,-0.6
COc1cccc(-c2noc(Cn3nc(C(=O)O)c4ccccc4c3=O)n2)c1,0,-0.3,-1.0,-1.0,-3,-1.1,-0.6,0,0.8,1,-0.1
COC(=O)[C@@]12C[C@@H](CC(=O)NCc3cccs3)C(=O)N(Cc3ccc4c(c3)OCO4)C1=CCC(C)(C)C2,-6,·,·,-1.4,-6,-1.9,-0.5,-3,-0.8,-5,-1.1
COC(=O)c1cccc(NC(=O)c2nn(C)c(=O)c3ccccc23)c1,0,1.9,0.7,-2.0,2,-1.5,0.1,2,-3.9,-4,-1.1
Cc1cccc(OCC(=O)Nc2ccc3c(c2)nc(CCN2CCCCC2)n3C)c1,-1,1.4,0.2,-1.3,4,-2.0,-0.3,-2,-4.5,-4,-0.5
O=C(Cn1cnc2sc3c(c2c1=O)CCCC3)NCC(=O)Nc1ccccc1F,-2,-1.6,1.4,-0.7,3,-3.0,0.2,5,2.8,1,0.2
CCc1ccc(NC(=O)c2cccnc2)cc1,3,0.9,1.6,-0.9,4,1.2,0.1,1,8.5,9,0.5
OC1CN=C2Sc3ccccc3N2C1 (stereo unspecified),3,0.8,-0.2,-0.7,1,1.3,-0.4,6,1.8,5,-0.6
COc1cccc(OC)c1C(=O)N1CCN(Cc2cccnc2)CC1,1,2.3,0.9,0.2,2,-1.2,0.2,1,0.1,3,-0.4
Cc1cccc(-c2ccc3ncnc(NCc4cccs4)c3c2)c1,-3,-0.7,-2.6,-1.8,-4,-2.8,-0.4,-4,-3.9,-6,-1.1
COc1ccc(C(CNC(=O)c2cccc(S(=O)(=O)Nc3ccccc3Cl)c2)N2CCOCC2)cc1 (stereo unspecified),-2,-1.4,-0.7,-1.1,-5,-1.9,-8.5,-3,-3.9,-53,-2.4
Cc1ccccc1-c1n[nH]c(=S)n1Cc1ccccc1,1,2.4,-0.8,-0.9,-3,0.6,0.1,-4,4.7,9,0.3
CCN1CCN(CC(=O)Nc2cc(C(F)(F)F)ccc2OCCOC)CC1,-2,-1.9,1.6,-1.5,-2,-0.9,-0.3,0,0.4,9,0.3
Cc1ccc(S(=O)(=O)N(C)C)cc1NC(=O)c1ccncc1,-1,1.3,1.7,-1.0,4,0.0,0.2,6,2.4,2,-0.1
Cc1ccc(-c2cnc3c(Nc4cccc(OC(F)(F)C(F)F)c4)nccn23)cc1,-1,-1.3,·,-0.9,4,-0.5,-0.9,-1,2.8,-8,-2.2
CCOc1ccccc1NC(=O)Nn1cnnc1,-2,0.0,0.6,-1.2,0,-1.1,-0.1,0,1.0,1,2.0
CC(=O)Nc1ccc(S(=O)(=O)N(C)CC(=O)OCC(=O)N(CC(C)C)C2CCS(=O)(=O)C2)cc1 (stereo unspecified),0,1.8,-0.8,-1.1,2,-1.1,-0.7,1,2.8,-3,1.1
O=S(=O)(/N=C/N1CCOCC1)c1ccc(Cl)cc1,0,2.4,0.5,-0.8,3,-1.3,-0.1,4,0.8,2,0.4
COc1ccc(C(=O)N/C(=C\c2cccc3ccccc23)C(=O)N2CCN(C)CC2)cc1OC,1,-0.3,0.1,0.0,-1,-0.7,0.1,2,3.0,0,-0.2
CC(=O)Nc1ccc(S(=O)(=O)NCc2ccc(C(=O)N3CCOCC3)cc2)cc1,0,-1.1,0.3,-1.1,0,0.4,0.0,3,-1.3,3,1.6
O=C(O)c1cccc(CSc2nc(-c3ccccc3)cc(C(F)(F)F)n2)c1,1,-0.1,-0.4,-1.7,5,-0.3,0.1,-4,0.6,-55,-0.3
CS(=O)(=O)N(Cc1ccc(C(=O)NC2CCCC2)cc1)c1ccccc1,-2,0.9,-0.3,-1.0,-6,-0.7,-0.1,0,-1.8,7,-0.7
Cc1ccc(C)c(N(C(=O)CS(=O)CC(=O)Nc2ccc3c(c2)OCO3)C(C)C(=O)NC2CCCC2)c1 (stereo unspecified),-2,-2.2,-0.6,-0.8,-4,-2.2,0.0,0,-1.0,-4,-1.1
CCC(=O)NCC(c1ccco1)N1CCN(c2ccc(OC)cc2)CC1 (stereo unspecified),2,1.4,-0.3,-0.6,1,-0.3,0.5,15,-2.2,12,0.2

Brought forward from above: 2 entries, followed by the next part.
canonical_smiles,SMARCA2 act,GAA850 FXN act,DAX1 inh-1,ssDAF-12 act,NPR1 activator,hcDAF12 agonist,KLK7 zymogen act,GC-B act,hgDAF12 agonist,sPLA2-III inh,DAX1 inh-2
Cc1ccc(C)c(N(C(=O)CS(=O)CC(=O)Nc2ccc3c(c2)OCO3)C(C)C(=O)NC2CCCC2)c1 (stereo unspecified),-2,-2.2,-0.6,-0.8,-4,-2.2,0.0,0,-1.0,-4,-1.1
CCC(=O)NCC(c1ccco1)N1CCN(c2ccc(OC)cc2)CC1 (stereo unspecified),2,1.4,-0.3,-0.6,1,-0.3,0.5,15,-2.2,12,0.2
COc1ccc(N2C(=O)CNC2=S)cc1,-2,-3.0,-0.3,-1.3,-4,0.1,0.4,5,-2.1,-39,0.0
Cc1cc(NS(=O)(=O)c2ccc(NC(=S)NC(=O)c3ccc(F)cc3)cc2)no1,3,2.9,0.5,-1.4,3,-0.6,-0.8,-5,-1.0,0,1.6
O=P(O)(O)CCP(=O)(c1ccccc1)c1ccccc1,-1,-0.9,0.2,-0.8,2,1.9,-0.2,3,0.0,3,1.7
Cc1cccn2c(=O)c3cc(C(=O)N4CC(C)CC(C)C4)sc3nc12 (stereo unspecified),-2,3.9,2.5,0.0,3,4.2,-1.0,0,1.9,10,0.5
Nc1nccc(SCc2ccccc2)n1,-1,2.4,1.0,-0.6,4,1.0,0.1,1,8.4,15,-1.5
N#Cc1cnn(-c2ccc([N+](=O)[O-])cc2[N+](=O)[O-])c1N,-1,0.6,1.2,-0.9,-1,-0.8,0.0,0,0.9,-5,-0.6
O=C1c2ccccc2C(O)(Cc2ccccc2)N1Cc1ccco1 (stereo unspecified),-1,-1.8,-0.2,-0.4,-4,1.8,-0.4,1,0.1,-7,-0.1
CCOC(=O)C(C)Sc1nc(-c2ccccc2)nc2ccccc12 (stereo unspecified),-3,3.4,-1.1,-1.1,-16,0.1,-0.1,-6,-3.2,-5,-0.3
COc1ccc(C(=O)Nc2cc(=O)[nH]c3ncnn23)cc1,2,1.2,0.3,-1.0,-2,0.9,-0.4,3,-1.0,2,-0.2
CC(=O)N1CCN(C(=O)c2cc3c(s2)CCCC3)CC1,0,-2.0,-0.5,-0.1,1,-0.1,0.0,6,2.0,4,4.6*
O[C@@H](Cc1ccccc1)[C@@H](/C=C/c1ccccc1)N(Cc1ccccc1)Cc1ccccc1,-1,·,·,0.3,-2,0.4,-0.3,-3,2.5,-8,0.6
COc1ccc(/C(C)=N/N=C(\C)c2ccc(OC)cc2OC)c(OC)c1,1,-4.4,2.9,-0.8,-25,-1.2,0.0,-14,1.9,-1,0.8
O=C(Nc1ccnn1C1CCN(Cc2ccccc2OC(F)F)CC1)c1cccc(F)c1,-1,-3.6,0.3,-1.3,-2,-0.3,0.4,-8,-0.6,-8,-0.5
COc1ccc(CNC(=O)Cn2c(=O)oc3ccccc32)cc1OC,0,-0.5,-1.0,-0.3,-2,-2.2,-0.1,-2,3.5,8,0.5
COc1ccc(OC(=O)N(C)C[C@@H]2OCc3cn(nn3)CCCC(=O)N([C@@H](C)CO)C[C@H]2C)cc1,7,-0.9,2.4,-1.3,-2,0.0,-0.3,-3,1.2,3,1.2
CC(C)CCOc1ccc(C(=O)NNC(=O)CNC(=O)c2ccccc2F)cc1,-2,1.2,2.5,-0.3,4,0.0,0.3,-3,5.4,-17,-1.4
CC(OC(=O)c1cccnc1Cl)C(=O)Nc1ccc2c(c1)OCCO2 (stereo unspecified),0,0.9,-1.2,-1.2,2,-1.2,0.1,-1,-0.9,2,-0.5
O=C(O)c1ccccc1C(=O)NCCc1ccc(Cl)cc1,-3,0.7,1.4,-1.3,0,0.0,-0.3,-6,-1.3,6,-0.4
COc1cc([N+](=O)[O-])ccc1NC(=O)C[n+]1ccccc1,2,-1.2,2.9,-1.1,5,5.4,-0.2,0,1.3,-4,-2.0
COc1cccc(C(=O)NCCS(=O)(=O)N2CCc3ccccc3C2)c1,-3,0.5,0.3,-0.8,-2,-0.3,0.4,4,-1.2,4,1.7
O=C(Nc1cccc(S(=O)(=O)N2CCCC2)c1)c1ccc(Cl)nc1,-4,-6.0,-3.7,-1.4,-2,-1.8,-0.1,0,-2.2,3,-3.8
CCOC(=O)c1ccc(NC(=O)CN2C(=O)C(CC)SC(CC)C2=O)cc1 (stereo unspecified),-1,1.9,-0.8,-1.1,2,-2.1,0.2,-4,-2.1,-21,0.0
O=C(NCCc1ccccc1)C(=O)Nc1ccc([N+](=O)[O-])cc1,0,-0.9,0.9,-1.3,1,-1.9,0.1,-7,-0.6,-2,-0.2
Cc1cccc(N2C(=O)CC(Sc3nc(C)cc(C)n3)C2=O)c1 (stereo unspecified),0,0.0,0.3,-0.9,-1,-0.4,-0.2,-10,1.0,-4,-0.4
CCOC(=O)N1CCC(Nc2c(-c3ccccc3)c(=O)c2=O)CC1,-4,1.7,1.2,-0.6,-9,-0.6,-0.2,-2,0.5,-3,0.4

Further results follow:
canonical_smiles,SMARCA2 act,GAA850 FXN act,DAX1 inh-1,ssDAF-12 act,NPR1 activator,hcDAF12 agonist,KLK7 zymogen act,GC-B act,hgDAF12 agonist,sPLA2-III inh,DAX1 inh-2
COCCNC(=O)CSCc1nc(-c2ccc(SC)cc2)oc1C,-2,-1.3,-1.5,-1.3,1,0.1,-0.5,-2,-2.0,0,-0.7
C/C(N)=C(/C#N)C(=O)CSc1cc(Cl)ccc1Cl,2,1.3,-0.5,-1.5,4,-0.2,0.2,4,-1.2,-16,0.2
O=C(NNS(=O)(=O)c1ccc(F)cc1)c1cnccn1,-2,-0.5,-0.6,-1.8,-3,0.0,0.3,2,-1.4,2,-0.3
COCCN1C(=O)N[C@@H](c2ccccc2)C(C(=O)OC)=C1C,2,2.3,0.7,-1.0,3,-1.6,-0.3,0,0.9,-12,-0.1
CCNc1c(C(=O)O)ccc2c1C(=O)c1ccccc1C2=O,-3,-0.8,-0.2,-0.1,-5,1.7,-0.5,-8,-1.7,1,-0.3
C/C(CC(=O)NCc1ccco1)=N\NC(=O)c1ccc(Cl)cc1Cl,1,0.6,0.6,-1.0,4,-2.0,0.8,0,1.8,-3,0.0
CCC(C)NC(=O)c1cc2c(=O)n3ccccc3nc2s1 (stereo unspecified),2,2.4,0.2,-1.5,8,-1.7,66*,-1,0.0,1,0.2
COCCCNCCCCOc1cccc(Br)c1,-2,1.8,0.4,-1.5,-2,4.6,0.1,1,-3.1,4,0.1

High-throughput results from PubChem BioAssay.
